Screens deposited in PubChem by The Scripps Research Institute Molecular Screening Center.
M1 PAM parental = nonselective calcium activators in parental CHO-K1 cells, primary screen, counter-screen for M1 PAM project, cell-based, Fluo-8 calcium fluorescence, full deck, 1536-well | hit rate 0.02% among 360,000 | AID 602247, 2012 | activation, % at 3 µM | ATP EC20; 0% at ATP EC20, 100% at ATP max;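 active = activation above the run cutoff, the mean activation of all test compounds plus 3 SD, cut at about 40% in these data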;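 note: peak over basal fluorescence ratio in a 140 s read after ATP addition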
TAAR1 antagonist = human TAAR1 antagonists, primary screen, Fluo-8 calcium fluorescence, CHO RD-HGA16 cells. Trace amine-associated receptor 1 (Homo sapiens), Q96RJ0. antagonist. inhibition, % at 3 µM. hit rate 1.5% among 360,000. AID 624466, 2012;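 active = inhibition above a per-plate cutoff, the mean inhibition of test compounds on that plate plus 3 SD, cut at about 49% in these data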;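 note: 0% = DMSO plus EC80 beta-PEA response and 100% = DMSO alone without agonist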
Target sequence (Q96RJ0 whole entry, looked up): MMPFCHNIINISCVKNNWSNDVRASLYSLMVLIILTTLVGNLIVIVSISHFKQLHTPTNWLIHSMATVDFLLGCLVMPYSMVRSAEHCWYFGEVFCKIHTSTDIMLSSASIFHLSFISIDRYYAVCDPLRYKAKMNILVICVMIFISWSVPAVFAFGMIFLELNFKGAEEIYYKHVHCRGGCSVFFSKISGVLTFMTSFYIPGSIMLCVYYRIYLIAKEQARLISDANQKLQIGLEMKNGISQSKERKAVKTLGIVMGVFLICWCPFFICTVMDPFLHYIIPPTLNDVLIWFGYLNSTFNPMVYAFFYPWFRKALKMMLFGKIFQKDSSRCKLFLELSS
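Test system: CHO RD-HGA16 cells bearing hTAAR1 | Reagent: β-PEA, EC80 | Compound dosing: 3 µM, single point | Schedule: Dye loading 75 min at 37 °C, then 30 min room temperature | Signal: Calcium fluorescence with Fluo-8 | Evaluation: Percent inhibition of PEA-evoked calcium signal, max/basal emission ratio | Control set: DMSO-only wells and EC80 β-PEA-stimulated wells | Repeats: Singlicate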
CHO parental Ca = ATP-evoked calcium signal inhibitors, parental CHO, primary screen, counter-screen for OX1R antagonist project, cell-based, fluorescence, Fluo-8 calcium dye. hit rate 0.63% among 330,000. AID 463079, 2010. inhibition, % at 5.6 µM. parental CHO-K1, ATP-induced calcium, Fluo-8 fluorescence;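 active = inhibition above that plate's mean sample inhibition plus 3 SD, cut at about 26% in these data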;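 note: 0% = ATP-challenged DMSO wells and 100% = DMSO wells without ATP; some compounds past the cut are filed as inactive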
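Measured by: calcium-sensitive Fluo-8 fluorescence / Test system: CHO parental line / Controls: ATP-challenged DMSO wells low, unchallenged DMSO wells high / Measure: % inhibition / Compound: single nominal dose of 5.6 µM per compound / Replicates: single well per compound, no replicates / Reagent: ATP as calcium-mobilizing challenge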
OXTR potentiator = human OXTR potentiators, primary screen, fluorescence, CHO-OTR cells, Fluo-8 calcium; Oxytocin receptor (Homo sapiens), P30559; Fluo-8 calcium fluorescence, potentiator mode; 0% = oxytocin EC15, 100% = EC100; activation, % at 3 µM; hit rate 0.061% among 320,000;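 active = activation above that plate's cutoff, the mean activation of tested compounds plus 3 SD, cut at about 6.6% in these data, passing the limit was not always enough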;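 note: 100% uses oxytocin at 75 nM as the full agonist control; some results filed as inactive read as strong as hits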
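Material: CHO-OTR cells, human receptor; compound dosing: single dose, 3.0 µM nominal final compound concentration; schedule: 6 min compound pre-incubation at room temperature, 100 s kinetic read; measured by: kinetic Fluo-8 calcium fluorescence; read-out basis: % activation vs EC15 and EC100 oxytocin; controls: EC15 oxytocin alone as 0%, 75 nM oxytocin as 100%; replicates: singlicate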
CHO-K1 Ca antag = counter-screen for M1 antagonists: effect in parental CHO-K1 cells; ATP-induced calcium, Fluo-8 fluorescence; inhibition, % at 3 µM; hit rate 0.6% among 360,000; AID 602250;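 active = inhibition above a per-plate cutoff, the plate's mean sample inhibition plus 3 SD, cut at about 24% in these data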;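 note: 0% = DMSO plus EC80 ATP and 100% = DMSO alone without ATP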
V1aR counter = agonists of human V1a receptor, primary screen, counter-screen for OXTR agonist project, fluorescence, CHO-V1R cells | Vasopressin V1a receptor (Homo sapiens), P37288 | Fluo-8 calcium fluorescence, agonist mode; 0% DMSO, 100% 3 nM vasopressin | activation, % at 3 µM | hit rate 0.25% among 320,000 | AID 2797, 2010;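 active = activation above the mean activation of all tested compounds plus 3 SD, per screening run, cut at about 20% in these data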;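 note: signal is peak over basal fluorescence ratio across a 100 second FLIPR read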
Target sequence (P37288 whole entry, looked up): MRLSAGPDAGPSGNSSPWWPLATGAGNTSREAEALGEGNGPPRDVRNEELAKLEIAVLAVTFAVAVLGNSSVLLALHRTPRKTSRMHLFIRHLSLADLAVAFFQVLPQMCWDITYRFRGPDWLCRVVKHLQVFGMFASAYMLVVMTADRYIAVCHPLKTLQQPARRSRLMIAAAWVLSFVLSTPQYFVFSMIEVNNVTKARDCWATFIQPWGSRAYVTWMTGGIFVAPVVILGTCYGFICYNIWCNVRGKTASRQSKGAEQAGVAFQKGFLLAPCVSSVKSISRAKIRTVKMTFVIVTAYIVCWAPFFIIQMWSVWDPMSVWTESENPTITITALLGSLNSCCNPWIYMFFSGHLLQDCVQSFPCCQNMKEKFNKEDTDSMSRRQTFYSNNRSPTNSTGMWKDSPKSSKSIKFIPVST
M1 ag parental = counter-screen for M1 agonists: effect in parental CHO-K1 cells; Fluo-8 calcium fluorescence; scaled to maximal ATP response, vehicle zero; activation, % at 3 µM; hit rate 0.48% among 360,000; AID 602248, 2012; in the data active = activation above about 15%;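 note: untransfected CHO-K1 host cells lacking M1 receptor as counterscreen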
OXTR ag = human OXTR agonists, primary screen, fluorescence, CHO-OTR cells, Fluo-8 calcium | activation, % at 3 µM | Fluo-8 calcium fluorescence; normalized: DMSO 0%, oxytocin 100% | hit rate 0.32% among 320,000;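 active = activation above the mean of all tested compounds plus 3 SD, cutoff set per screening run, cut at about 20% in these data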;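 note: peak over basal fluorescence ratio from a 100 s FLIPR kinetic read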
GPR7 antag = GPR7 receptor antagonists, primary screen, cell-based, fluorescence, single concentration; Neuropeptides B/W receptor type 1 (Homo sapiens), P48145; GPR7-expressing cells, fluorescence antagonist assay; inhibition, % at 4.4 µM; hit rate 1.1% among 290,000; in the data active = inhibition above about 16%, passing the limit was not always enough;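 note: cells stimulated with the agonist NPW; 0% = agonist with vehicle and 100% = vehicle without agonist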
Target sequence (P48145 whole entry, looked up): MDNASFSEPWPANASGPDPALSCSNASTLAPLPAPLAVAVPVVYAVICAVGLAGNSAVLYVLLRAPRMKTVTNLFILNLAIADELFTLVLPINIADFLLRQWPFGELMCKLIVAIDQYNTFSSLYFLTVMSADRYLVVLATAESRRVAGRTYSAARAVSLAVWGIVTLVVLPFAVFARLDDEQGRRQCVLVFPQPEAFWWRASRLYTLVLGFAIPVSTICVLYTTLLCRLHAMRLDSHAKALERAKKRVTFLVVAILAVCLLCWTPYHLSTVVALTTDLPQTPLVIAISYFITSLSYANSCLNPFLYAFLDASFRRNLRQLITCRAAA
Active calls of the source: *; . = not tested or not shown.

Second line of a record: M1 PAM parental	TAAR1 antagonist	CHO parental Ca	OXTR potentiator	CHO-K1 Ca antag	V1aR counter	M1 ag parental	OXTR ag	GPR7 antag
1. CC(=O)Nc1ccc(/C=C/C(=O)c2ccccc2)cc1
→ .	.	-13	-7	.	4.4	.	1.7	3
2. CCC(=O)Nc1c(S(=O)(=O)c2ccc(C)cc2)c2nc3ccccc3nc2n1C(C)c1ccccc1 (stereo unspecified)
→ 28	-19	-34	-9	-6	-1.0	12	-2.8	-7
3. Cc1nnc(SCC(=O)Nc2ccc(Br)cc2)n(N)c1=O
→ 7	-9	1	-11	-9	1.0	0.7	0.8	5
4. Cc1onc(-c2ccccc2)c1C(=O)N1CCN(S(=O)(=O)c2ccc(OC(F)(F)F)cc2)CC1
→ 2	4	-23	-2	-11	0.4	0.8	-0.5	5
5. CC1CCCCC1NC(=O)CSc1nc2ccccc2c(=O)n1Cc1ccco1 (stereo unspecified)
→ 9	-9	-5	-9	-9	0.7	-0.2	-1.2	.
6. CC(=O)N(C)C(c1ccc(N(C)C)cc1)c1nnnn1-c1c(C)cccc1C (stereo unspecified)
→ 13	-3	-17	-2	-7	-0.6	0.3	-1.6	9
7. COc1ccc(-n2cnnc2SCC(=O)Nc2ccccc2F)cc1
→ 12	0	-9	2	-12	1.1	4.1	0.5	2
8. O=C(CN1C(=O)c2ccccc2C1=O)OC(C(=O)c1ccc(Cl)cc1)c1ccccc1 (stereo unspecified)
→ 24	11	-15	-1	-9	0.9	2.0	0.8	-9
9. COc1ccccc1CNC(=O)Nc1nc(C(N)CCc2ccccc2)cs1 (stereo unspecified)
→ 16	34	.	.	-3	.	3.6	.	.
10. Cc1ccc(-n2cc(CN3CCN(C(=O)c4ncn[nH]4)CC3)c(-c3ccc(F)cc3)n2)cc1
→ 5	-4	-24	-1	-8	0.5	-0.2	2.7	9

The listing continues.
Second line of a record: M1 PAM parental	TAAR1 antagonist	CHO parental Ca	OXTR potentiator	CHO-K1 Ca antag	V1aR counter	M1 ag parental	OXTR ag	GPR7 antag
11. O=C(CSc1nc2[nH]ncc2c(=O)[nH]1)Nc1ccccc1F
→ -1	-29	-2	-4	-2	0.9	1.1	-0.2	.
12. CC(C)(C)C(=O)NC(=S)Nc1sc2c(c1C#N)CCCCC2
→ 20	-8	-11	0	-10	0.8	0.7	-1.5	-5
13. Cc1cccc(NS(=O)(=O)c2cccc(C(=O)N3CCCC3)c2)c1
→ 9	-29	-4	-3	-15	0.1	0.4	0.3	.
14. CCc1ccc(CNC(=O)CCC(=O)n2ncc3cc(C)ccc32)cc1
→ 13	12	-1	-2	0	-0.2	6.0	0.8	3
15. COc1cc(/C=N/Nc2ccc(Cl)c(C(=O)O)c2)ccc1OC(=O)c1ccc(F)cc1
→ 2	16	-5	-5	1	0.7	0.7	0.2	-6
16. CC/C(=N\NC(=O)c1ccc(CN(C)S(=O)(=O)c2ccc(C)cc2)cc1)c1ccc(OC(F)F)cc1
→ 13	20	2	-8	-11	0.7	0.6	-1.4	2
17. CCOC(=O)Cc1nnc(NC(=O)COc2ccc(F)cc2)s1
→ 16	6	7	-5	-10	3.0	2.9	5.1	-2
18. O=C(Cc1cccs1)N/N=C/C=C/c1ccco1
→ 23	-10	0	2	-4	-0.1	0.7	1.3	2
19. CCc1ccc2[nH]c3nc(C)cc(C)c3c(=O)c2c1
→ 24	-22	-11	-1	-10	-2.0	0.3	-1.8	-3
20. N#CCCSCc1ccc(OCC(=O)O)cc1
→ 1	-18	3	-12	5	1.0	-0.1	-0.1	-9

Ordered by molar mass (largest number first): 3 of the compounds above
Second line of a record: M1 PAM parental	TAAR1 antagonist	CHO parental Ca	OXTR potentiator	CHO-K1 Ca antag	V1aR counter	M1 ag parental	OXTR ag	GPR7 antag
8. O=C(CN1C(=O)c2ccccc2C1=O)OC(C(=O)c1ccc(Cl)cc1)c1ccccc1 (stereo unspecified)
→ 24	11	-15	-1	-9	0.9	2.0	0.8	-9
9. COc1ccccc1CNC(=O)Nc1nc(C(N)CCc2ccccc2)cs1 (stereo unspecified)
→ 16	34	.	.	-3	.	3.6	.	.
17. CCOC(=O)Cc1nnc(NC(=O)COc2ccc(F)cc2)s1
→ 16	6	7	-5	-10	3.0	2.9	5.1	-2

Continuation:
Second line of a record: M1 PAM parental	TAAR1 antagonist	CHO parental Ca	OXTR potentiator	CHO-K1 Ca antag	V1aR counter	M1 ag parental	OXTR ag	GPR7 antag
21. COC(=O)/C(=C/c1cn(C(C)=O)c2ccccc12)[N+](=O)[O-]
→ 16	-16	.	.	-8	.	1.2	.	-6
22. CCCn1c(=S)[nH]c2cc(C(=O)N3CCN(C4CCCCC4)CC3)ccc2c1=O
→ 19	-37	-30	2	-19	-0.3	-0.3	-1.9	-14
23. Cc1cccc(C)c1NC(=O)COC(=O)c1cc(S(=O)(=O)Nc2ccc(Cl)cc2)ccc1O
→ 4	-12	-8	-7	-4	1.1	-0.3	1.8	.
24. CCCCCOCC1CC(C/C(C)=N/NC(N)=S)C(=O)O1 (stereo unspecified)
→ -4	14	7	-2	1	0.2	-0.4	0.1	1
25. O=C(O)CCC(=O)NC1CCCCC1
→ 13	11	-2	-6	-9	-0.1	-0.1	-0.8	-5
26. COc1ccc(CNC(=O)Cn2c(=O)oc3cc(S(=O)(=O)N4CCCC4)ccc32)cc1
→ 14	7	-14	-9	-18	8.6	5.3	7.2	-9
27. CC1Cc2cc(/C(O)=C3/C(=O)C(=O)N(Cc4cccnc4)C3c3cccc(O)c3)ccc2O1 (stereo unspecified)
→ 13	-3	-8	-3	-17	-0.5	0.7	0.5	0
28. COc1ccc(NC(C)=O)cc1C
→ 15	-10	3	2	1	0.8	0.0	0.6	-8
29. O=C(O)c1ccc(CNC(=O)c2ccc3c(c2)OCCO3)cc1
→ 4	-7	3	1	9	0.7	-0.2	2.6	-20
30. COc1cccc(C2CC(c3ccccc3)=NN2S(=O)(=O)c2ccc(C)cc2)c1OC (stereo unspecified)
→ -6	10	0	-9	-1	1.2	0.5	0.4	4

(further entries)
Second line of a record: M1 PAM parental	TAAR1 antagonist	CHO parental Ca	OXTR potentiator	CHO-K1 Ca antag	V1aR counter	M1 ag parental	OXTR ag	GPR7 antag
31. CN(C)Cc1cccc([N+](=O)[O-])c1O
→ 13	-20	-12	0	-11	0.8	0.9	0.5	-5
32. O=C(CCN1C(=O)c2ccccc2C1=O)Nn1cnnc1
→ -2	-8	-1	-4	-11	0.9	-0.4	1.0	3
33. O=C(c1cccc(-n2cccc2)c1)N1CCN(S(=O)(=O)c2ccc(F)cc2)CC1
→ 17	-19	-6	-1	-18	-0.4	1.7	-0.3	-11
34. Cn1ccc(C(=O)OCC(=O)Nc2ccccc2)n1
→ 4	-6	.	.	-10	.	0.9	.	-14
35. Cc1ccccc1C1=N/C(=C/c2cccnc2)C(=O)O1
→ 13	-13	2	-10	-2	0.2	0.2	1.5	-2
36. Cc1cccc2cc(CN(Cc3cccs3)Cc3nnnn3Cc3ccccc3)c(=O)[nH]c12
→ 13	35	-27	-7	-29	1.0	1.0	-0.1	-12
37. O=C(CN1CCCC1)Nc1ccc(Br)cc1[N+](=O)[O-]
→ -10	-13	-1	-3	-1	2.2	0.7	-1.0	-6
38. Cc1nc(/N=C(\N)NC(=O)c2ccccc2)nc2ccccc12
→ 6	.	-22	-5	-8	2.0	4.0	2.1	-9
39. CCC(=O)N1CC23C=CC(CC2CC12CCCCC2)O3 (stereo unspecified)
→ 1	-26	-2	-6	-8	0.3	-0.1	-0.7	-5
40. COCCCNS(=O)(=O)c1cc2c3c(c1)C(C)C(=O)N3CCC2 (stereo unspecified)
→ -9	-3	1	-5	-10	0.5	0.7	0.1	-4

Remaining list, next part
Second line of a record: M1 PAM parental	TAAR1 antagonist	CHO parental Ca	OXTR potentiator	CHO-K1 Ca antag	V1aR counter	M1 ag parental	OXTR ag	GPR7 antag
41. Cc1ccc(Nc2ncnc3c2oc2ccccc23)cc1
→ -5	20	-6	-3	-4	-1.2	0.4	-2.7	-8
42. Cc1ccccc1NC(=O)C1CCC(=O)N1 (stereo unspecified)
→ 15	-16	-5	-8	-12	-0.7	0.6	0.8	-20
43. CCn1c(=O)c(C(=O)NNS(=O)(=O)c2ccc(Cl)cc2)c(O)c2ccccc21
→ -1	5	-9	-7	-5	-0.7	-0.5	-2.9	-3
44. CC(=O)/C(=N\Nc1ccccc1Cl)Sc1nnc(-c2ccccc2)n1-c1ccccc1
→ -13	-10	-14	-5	5	-1.6	0.3	-1.8	-14
45. CC(=O)N1CCN(c2nc(-c3cccs3)nc3ccccc23)CC1
→ 12	-1	-21	1	-3	1.9	2.9	0.3	-23
46. COc1ccc(Cl)cc1NC(=O)CN(C)CC(=O)Nc1cc(OC)c(OC)c(OC)c1
→ 7	14	-12	-5	-6	3.3	5.2	-1.3	-4
47. COc1ccc(Cc2nc(-c3ccc(NC(=O)c4cccnc4)cc3)no2)cc1
→ 3	40	11	-22	-1	9.7	0.9	15	-7
48. O=C(COC(=O)c1ccc(S(=O)(=O)C(F)F)cc1)Nc1ccccc1C(=O)NC1CC1
→ 9	35	-7	-7	-2	3.6	0.7	0.3	.
49. OC(c1nnc(-c2ccccc2)o1)c1cccs1 (stereo unspecified)
→ 17	15	1	-1	-20	0.2	0.9	0.5	-8
50. CCN(Cc1ccccc1)C(=O)COc1ccccc1
→ 16	-9	-10	-6	0	-0.2	-0.6	-1.3	-13
51. Cc1nn(CC(=O)N/N=C/c2cccs2)c(C)c1[N+](=O)[O-]
→ 4	38	-5	-2	-11	1.1	0.3	0.8	-19
52. CCC(C(=O)Nc1ccccc1F)n1nc(C)c2c(C)n(-c3ccccc3)nc2c1=O (stereo unspecified)
→ 9	-7	-27	-4	-10	-1.1	-0.5	-2.1	-23
53. CC(c1nnc(SCC(=O)N2CCc3ccccc32)n1-c1ccc(Cl)cc1)N(C)C (stereo unspecified)
→ 19	12	-19	-8	-2	0.3	1.3	-1.2	2
